Screening results from PubChem.
M. tuberculosis – growth inhibition of non-replicating M. tuberculosis (AID 488890). Mycobacterium tuberculosis non-replicating, growth inhibition; higher % means a stronger effect. one-dose inhibition, % at 25 µM; IC50 in µM for titrated hits. 320,000 tested, 0.39% active; in the data active = a potency from the dose series; inconclusive = inhibition mostly from about 82% at the one dose, without a potency; inactive = the rest, 99 in 100 with inhibition below about 76%;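 also: plate controls were DMSO cells for no effect and high antibiotic wells for full effect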
Salmonella PhoP GFP – PhoP regulon inhibitors, Salmonella typhi PhoP promoter GFP reporter, confirmatory (AID 1850); Salmonella Typhi PhoP-promoter GFP reporter, fluorescence, 4 h; higher % means a stronger effect; one-dose inhibition, % at 50 µM; IC50 in µM for titrated hits; 310,000 tested, 0.33% active; in the data active = a potency from the dose series; inconclusive = inhibition mostly from about 25% at the one dose, without a potency; inactive = the rest, 99 in 100 with inhibition below about 19%;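 also: 0% = induced wells with vehicle and 100% = uninduced wells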
VEEV TC-83 Vero – inhibitors of VEEV TC-83 cytopathic effect, confirmation, Vero cells (AID 588727); Vero cells, VEEV TC-83 cytopathic effect inhibition; higher % means a stronger effect; one-dose inhibition, % at 20 µM; IC50 in µM for titrated hits; 350,000 tested, 0.13% active; in the data active = a potency from the dose series; inconclusive = inhibition mostly from about 14% at the one dose, without a potency; inactive = the rest, 99 in 100 with inhibition below about 12%; also: strong numbers were not always called active
H1N1 NS1A inhibition – NS1A inhibition, H1N1 influenza, cell based functional assay (AID 504329); NS1A functional cell-based assay, percent inhibition; higher % means a stronger effect; one-dose inhibition, % at 12.5 µM; IC50 in µM for titrated hits; 340,000 tested, 0.3% active; in the data active = a potency from the dose series; inconclusive = inhibition above about 27% without an active follow-up result; also: strong numbers were not always called active
M. tuberculosis HTS – M. tuberculosis growth inhibition, HTS (AID 449762). M. tuberculosis H37Rv growth inhibition, 7H9 media; higher % means a stronger effect. one-dose inhibition, % at 25 µM; IC50 in µM for titrated hits. 330,000 tested, 0.59% active; in the data active = a potency from the dose series; inconclusive = inhibition above about 70% without an active follow-up result;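 also: bacterial growth assessed after seven days of incubation; strong numbers were not always called active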
The depositor's hits bear a star.

Results for CCCCCCSc1ccc(-c2nc3ccc(Cl)cn3c2NCc2ccccc2)cc1 ?
M. tuberculosis: -3.9%; VEEV TC-83 Vero: 0.4%; H1N1 NS1A inhibition: -1.6%; M. tuberculosis HTS: -0.5%

What do the screens show for `COCc1nnc(NS(=O)(=O)c2ccc(Cl)cc2)s1`?
VEEV TC-83 Vero: 0.5%; H1N1 NS1A inhibition: -1.4%

What do the screens show for `COC(=O)COc1cccc(NC(=O)c2ccccc2)c1`?
M. tuberculosis: inconclusive; Salmonella PhoP GFP: -4.7%; VEEV TC-83 Vero: 0.1%; H1N1 NS1A inhibition: -5.7%; M. tuberculosis HTS: inconclusive

Results for CS(=O)(=O)N(CC(=O)O)c1ccc(C23CC4CC(CC(C4)C2)C3)cc1 ?
M. tuberculosis: 28.8%; Salmonella PhoP GFP: 5.5%; VEEV TC-83 Vero: 0.5%; H1N1 NS1A inhibition: -1.6%; M. tuberculosis HTS: 7.1%

Results for COc1cc(NC(=O)COc2ccc3c(C)cc(=O)oc3c2C)cc(OC)c1OC ?
M. tuberculosis: -5.7%; Salmonella PhoP GFP: -21.1%; VEEV TC-83 Vero: 0.3%; H1N1 NS1A inhibition: 3.3%; M. tuberculosis HTS: 7.5%

Results for O=C(CSc1cccc[n+]1[O-])NC(=O)c1ccc(OC(F)F)cc1 ?
M. tuberculosis: -14.8%; Salmonella PhoP GFP: -0.5%; VEEV TC-83 Vero: 0.8%; H1N1 NS1A inhibition: -4.2%; M. tuberculosis HTS: -5.7%

Results for COc1ccc(N2CC(C)(C)C2=O)cc1 ?
M. tuberculosis: -8.4%; Salmonella PhoP GFP: -6.7%; VEEV TC-83 Vero: 0.5%; H1N1 NS1A inhibition: -0.2%; M. tuberculosis HTS: -3.1%

Results for COC(=O)/C=C1/N/C(=N\c2nc(C)cc(C)n2)N(c2cccc(C)c2)C1=O ?
M. tuberculosis: 6.9%; Salmonella PhoP GFP: 2.2%; VEEV TC-83 Vero: 0.9%; H1N1 NS1A inhibition: -1.0%; M. tuberculosis HTS: -13.2%

How did CCN1C[C@@H]2[C@@H]3C(=O)N(C)C(=O)[C@@H]3[C@](C)(C1=O)N2C(=O)c1ccc(C(C)(C)C)cc1 do in these assays?
VEEV TC-83 Vero: 0.3%; H1N1 NS1A inhibition: -2.4%

How did CC(c1nc2ccccc2c(=O)[nH]1)N(C)CCOc1ccc(Cl)cc1 (centres undefined) do in these assays?
M. tuberculosis: 67.8%; Salmonella PhoP GFP: -15.8%; VEEV TC-83 Vero: 1.5%; H1N1 NS1A inhibition: 11.5%; M. tuberculosis HTS: 40.4µM*

Results for COc1ccc(OC)c(C(C)NC(=O)c2ccc(Br)cc2)c1 (centres undefined) ?
M. tuberculosis: 19.2%; Salmonella PhoP GFP: -3.4%; VEEV TC-83 Vero: 1.5%; H1N1 NS1A inhibition: 4.0%; M. tuberculosis HTS: -4.5%

What do the screens show for `Cc1cccc(NC(=O)C2CCCN(C(=O)NC3CCCCC3)C2)c1C` (centres undefined)?
M. tuberculosis: 3.4%; Salmonella PhoP GFP: 3.5%; VEEV TC-83 Vero: 1.6%; H1N1 NS1A inhibition: 0.3%; M. tuberculosis HTS: 10.7%

What do the screens show for `COc1ccccc1C(=O)NCCC(=O)N1CCN(c2ccccc2Cl)CC1`?
M. tuberculosis: -15.4%; Salmonella PhoP GFP: 2.6%; VEEV TC-83 Vero: 9.3%; H1N1 NS1A inhibition: 0.4%; M. tuberculosis HTS: -11.6%

What do the screens show for `CSc1ccccc1C(=O)Nc1ccc2c(c1)CCC2`?
M. tuberculosis: 21.0%; Salmonella PhoP GFP: -4.0%; VEEV TC-83 Vero: 1.1%; H1N1 NS1A inhibition: -4.5%; M. tuberculosis HTS: 39.8%

Results for CC(=O)Nc1ccc(S(=O)(=O)NC2(C(F)(F)F)NC(=O)N(CC(C)C)C2=O)cc1 (centres undefined) ?
M. tuberculosis: -7.3%; Salmonella PhoP GFP: -0.6%; VEEV TC-83 Vero: 1.0%; H1N1 NS1A inhibition: 0.7%; M. tuberculosis HTS: -6.7%

How did COc1ccccc1NC(=S)N1CC(C)(C)C1=O do in these assays?
M. tuberculosis: 6.9%; Salmonella PhoP GFP: -11.8%; VEEV TC-83 Vero: 2.2%; H1N1 NS1A inhibition: -4.9%; M. tuberculosis HTS: -4.0%

Results for Cc1cccc(N2CCN(S(=O)(=O)c3cc(-c4cc(C)no4)ccc3C)CC2C)c1 (centres undefined) ?
M. tuberculosis: 13.9%; Salmonella PhoP GFP: -4.0%; VEEV TC-83 Vero: 1.9%; H1N1 NS1A inhibition: 1.4%; M. tuberculosis HTS: -1.7%

What do the screens show for `CC(C)(C)OC(=O)NCCCCCO`?
M. tuberculosis: 13.1%; Salmonella PhoP GFP: 9.6%; VEEV TC-83 Vero: 0.4%; H1N1 NS1A inhibition: -0.9%; M. tuberculosis HTS: -0.4%

What do the screens show for `CN(C)CCOc1ccc(/C(=C(/CCCl)c2ccccc2)c2ccccc2)cc1`?
M. tuberculosis: 78.6%; Salmonella PhoP GFP: 8.4%; VEEV TC-83 Vero: inactive; H1N1 NS1A inhibition: -10.9%; M. tuberculosis HTS: inconclusive

What do the screens show for `CC12C(=O)N(Cc3ccccc3)C(=O)C1C1C=CC2C1` (centres undefined)?
M. tuberculosis: 3.5%; Salmonella PhoP GFP: -5.1%; VEEV TC-83 Vero: inactive; H1N1 NS1A inhibition: 0.7%; M. tuberculosis HTS: 0.2%

Two entries drawn at random from those above:
Results for COC(=O)/C=C1/N/C(=N\c2nc(C)cc(C)n2)N(c2cccc(C)c2)C1=O ?
M. tuberculosis: 6.9%; Salmonella PhoP GFP: 2.2%; VEEV TC-83 Vero: 0.9%; H1N1 NS1A inhibition: -1.0%; M. tuberculosis HTS: -13.2%

What do the screens show for `Cc1cccc(NC(=O)C2CCCN(C(=O)NC3CCCCC3)C2)c1C` (centres undefined)?
M. tuberculosis: 3.4%; Salmonella PhoP GFP: 3.5%; VEEV TC-83 Vero: 1.6%; H1N1 NS1A inhibition: 0.3%; M. tuberculosis HTS: 10.7%

Later entries:
What do the screens show for `COc1cc(/C=C/C(=O)O)ccc1OS(=O)(=O)c1cc(Br)ccc1C`?
M. tuberculosis: 35.2%; VEEV TC-83 Vero: 2.0%; H1N1 NS1A inhibition: -0.3%; M. tuberculosis HTS: 1.2%

How did COc1ccc(S(=O)(=O)Nc2nc3ccccc3s2)cc1OC do in these assays?
M. tuberculosis: -0.2%; Salmonella PhoP GFP: -9.0%; VEEV TC-83 Vero: 3.6%; H1N1 NS1A inhibition: -17.2%; M. tuberculosis HTS: 2.2%

Results for Cc1ccc(OCCNC(=O)CNC(=O)c2ccc(Cl)c([N+](=O)[O-])c2)cc1 ?
M. tuberculosis: 8.4%; VEEV TC-83 Vero: inactive; H1N1 NS1A inhibition: -2.4%; M. tuberculosis HTS: -8.2%

Results for Cc1ccc(S(=O)(=O)N2CCC(=O)N(CCOC(=O)Nc3cc(C)cc(C)c3)CC2)cc1 ?
M. tuberculosis: 16.3%; Salmonella PhoP GFP: -0.6%; VEEV TC-83 Vero: 0.4%; H1N1 NS1A inhibition: 3.5%; M. tuberculosis HTS: 1.9%

What do the screens show for `C=CCn1cc(C(=O)NCc2ccc(Cl)cc2)c(=O)c2cc(S(=O)(=O)N(CC)CC)ccc21`?
M. tuberculosis: 31.4%; Salmonella PhoP GFP: -5.9%; VEEV TC-83 Vero: 2.4%; H1N1 NS1A inhibition: 20.2%; M. tuberculosis HTS: inconclusive

What do the screens show for `COc1cc2c(cc1OC)CN(S(=O)(=O)c1cccc(F)c1)CC2`?
M. tuberculosis: -1.3%; Salmonella PhoP GFP: -4.2%; VEEV TC-83 Vero: 0.2%; H1N1 NS1A inhibition: -1.0%; M. tuberculosis HTS: 8.4%

How did COc1cccc(C2/C(=C(\O)c3ccc4c(c3)OCCO4)C(=O)C(=O)N2CC2CCCO2)c1 (centres undefined) do in these assays?
M. tuberculosis: 23.0%; Salmonella PhoP GFP: 0.3%; VEEV TC-83 Vero: inactive; H1N1 NS1A inhibition: -0.6%; M. tuberculosis HTS: 2.0%

How did Cc1ccc(N2C(=O)C3C4C=CC(CNC(=S)Nc5ccc(Cl)cc5)(O4)C3C2=O)cc1 (centres undefined) do in these assays?
M. tuberculosis: 39.3%; Salmonella PhoP GFP: 4.8%; VEEV TC-83 Vero: inactive; H1N1 NS1A inhibition: 21.2%; M. tuberculosis HTS: 1.0%

How did Cc1ccc(/C=C/S(=O)(=O)NCC(=O)O)cc1 do in these assays?
M. tuberculosis: 4.2%; Salmonella PhoP GFP: 3.5%; VEEV TC-83 Vero: 1.4%; H1N1 NS1A inhibition: -2.4%; M. tuberculosis HTS: 9.4%

What do the screens show for `COCCn1c(SCc2ccc(C(=O)OC)o2)nc2cc(Cl)ccc2c1=O`?
M. tuberculosis: 20.4%; Salmonella PhoP GFP: 10.5%; VEEV TC-83 Vero: 4.2%; H1N1 NS1A inhibition: 7.1%; M. tuberculosis HTS: 8.5%

Results for COC(=O)C1=C(NC(=O)COc2ccc3ccccc3c2)CCS1 ?
M. tuberculosis: 38.2%; Salmonella PhoP GFP: -4.7%; VEEV TC-83 Vero: 1.0%; H1N1 NS1A inhibition: 6.3%; M. tuberculosis HTS: 14.6%

What do the screens show for `O=C(CSc1ccc(Cl)cc1)N/N=C/c1ccc([N+](=O)[O-])o1`?
M. tuberculosis: inconclusive; Salmonella PhoP GFP: -1.1%; VEEV TC-83 Vero: 2.6%; H1N1 NS1A inhibition: 0.1%; M. tuberculosis HTS: inconclusive

What do the screens show for `Cc1ccc(-c2nn3c(C)nnc3c3ccccc23)cc1S(=O)(=O)N(C)CCO`?
M. tuberculosis: -3.4%; Salmonella PhoP GFP: -10.4%; VEEV TC-83 Vero: 8.7%; H1N1 NS1A inhibition: -6.3%; M. tuberculosis HTS: -6.8%

What do the screens show for `CC(C)(O)C#Cc1ccc(C(=O)N2CCCC2C(=O)O)s1` (centres undefined)?
M. tuberculosis: 6.4%; Salmonella PhoP GFP: -3.6%; VEEV TC-83 Vero: inactive; H1N1 NS1A inhibition: -6.0%; M. tuberculosis HTS: 0.1%

What do the screens show for `O=C(Nc1ccccc1)N1CCCCC1c1cccnc1` (centres undefined)?
M. tuberculosis: -5.8%; Salmonella PhoP GFP: -0.4%; VEEV TC-83 Vero: 0.2%; H1N1 NS1A inhibition: 7.2%; M. tuberculosis HTS: -9.3%

Results for Cc1cc(C)n2c(C)nnc2c1 ?
VEEV TC-83 Vero: 0.2%; H1N1 NS1A inhibition: -6.3%

What do the screens show for `CCn1c(COc2ccc(=O)n(-c3ccccc3)n2)nnc1SCc1ccccc1`?
M. tuberculosis: -3.1%; Salmonella PhoP GFP: -1.5%; VEEV TC-83 Vero: 1.2%; H1N1 NS1A inhibition: -7.0%; M. tuberculosis HTS: 4.5%

How did COc1ccc(C(=O)Nc2cc(=O)n(C)c(=O)n2C)cc1 do in these assays?
M. tuberculosis: 1.8%; Salmonella PhoP GFP: -0.8%; VEEV TC-83 Vero: 0.0%; H1N1 NS1A inhibition: 2.6%; M. tuberculosis HTS: 0.1%

Results for Cn1c(N)c(C(=O)COC(=O)c2cc(-c3ccccc3)nc3ccccc23)c(=O)n(Cc2ccccc2)c1=O ?
M. tuberculosis: 12.7%; Salmonella PhoP GFP: -6.8%; VEEV TC-83 Vero: 6.6%; H1N1 NS1A inhibition: 8.2%; M. tuberculosis HTS: 22.0%

How did CC(=O)c1ccc(NC(=O)Nc2cccnc2)cc1 do in these assays?
M. tuberculosis: -0.9%; Salmonella PhoP GFP: -6.6%; VEEV TC-83 Vero: 3.3%; H1N1 NS1A inhibition: 0.4%; M. tuberculosis HTS: 4.7%

What do the screens show for `O=C(CSc1ccc2c(c1)OCCO2)NCCN1C(=O)CSC1=O`?
M. tuberculosis: -3.8%; Salmonella PhoP GFP: -5.5%; VEEV TC-83 Vero: inactive; H1N1 NS1A inhibition: -26.2%; M. tuberculosis HTS: -5.6%

Results for O=C1Cc2cc(S(=O)(=O)Nc3ccc(F)cc3Cl)ccc2N1 ?
M. tuberculosis: 15.9%; VEEV TC-83 Vero: 1.2%; H1N1 NS1A inhibition: -5.4%; M. tuberculosis HTS: -8.7%

How did CC(/C=C/C1[C@H](C)C[C@H](O[C@@H]2O[C@H](CO)[C@@H](O)[C@H](O)[C@H]2O)CC1(C)C)O[C@H]1O[C@H](CO)[C@@H](O)[C@H](O)[C@H]1O (some centres undefined) do in these assays?
Salmonella PhoP GFP: -8.6%; VEEV TC-83 Vero: inactive; H1N1 NS1A inhibition: 0.3%; M. tuberculosis HTS: -12.2%

Results for c1ccc(-c2nc(NCC3CCCO3)c3ccccc3n2)nc1 (centres undefined) ?
M. tuberculosis: 76.7%; Salmonella PhoP GFP: 2.1%; VEEV TC-83 Vero: 0.1%; H1N1 NS1A inhibition: 23.5%; M. tuberculosis HTS: inconclusive
